# TWEAK-Fn14 inh: inhibitors of TWEAK-Fn14 signaling, primary screen, luciferase reporter cells, uHTS. TWEAK-stimulated Fn14 reporter cells, luciferase luminescence, 8 h. inhibition, % at 10 µM. 360,000 tested, 2% active; in the data active means inhibition above about 50%
# NR2F2 inh: NR2F2 transcriptional activity inhibitors, primary screen, cell-based, luciferase reporter, HEK293T, luminescence | inhibition, % at 8.6 µM | 370,000 tested, 0.7% active | HEK293T NGFI-A luciferase reporter | COUP transcription factor 2 (Homo sapiens), P24468;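 active means inhibition above a per-plate cutoff, mean inhibition of test wells between control levels plus 3 SD, cut at about 38% in these data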;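 further: cells cotransfected with COUP-TFII expression vector driving the NGFI-A reporter; 0% = median of COUP-TF2 test wells and 100% = reporter-only cells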
# TROY NFkB inh: inhibitors of TROY-driven NF-kB signaling, primary screen, Q293 LMP1-TROYcd cells, NF-kB luciferase, uHTS; inhibition, % at 10 µM; AID 1347056, 2019; Q293 LMP1-TROYcd NF-kB luciferase reporter, 4 h; 360,000 tested, 0.98% active;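 active means compounds whose plate-normalised and pattern-corrected inhibition of the luciferase reporter signal at the single screening dose is 50% or more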
# Shn3 3UTR inh: reduction of Shn3 3'UTR firefly luciferase signal, primary screen, Schnurri-3 inhibitor project, cell-based, Clone20 osteoblasts, set 2; inhibition, % at 12.5 µM; Clone20 osteoblast Shn3 3'UTR firefly luciferase, 24 h; 360,000 tested, 0.52% active;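 active means mean inhibition of at least 75% with every replicate also reaching 75%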;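 further: 0% = median of neutral control wells and 100% = pilot-screen positive control compound; some compounds past the cut are filed as inactive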
# KKLEB tox: cytotoxicity in KKLEB CF airway cells, primary screen, cytotoxicity control for CF NF-kB inhibitor project, cell-based, uHTS, fluorescence assay plates | KKLEB CF airway cells viability, ATPlite luminescence, overnight; hits give low values; cells stimulated with P. aeruginosa culture filtrate | 360,000 tested, 0.36% active | activity change (cytotoxicity), % at 5 µM | AID 602141, 2011;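 active means corrected activity change at or below -50% at 5 µM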
# EBV LMP1 NFkB: EBV LMP1-driven NF-kappaB luciferase reporter inhibitors, primary screen, cell-based, luminescence, single point; LMP1-induced NF-kappaB luciferase reporter cells; inhibition, % at 12.5 µM; 350,000 tested, 0.69% active; AID 504558, 2011; in the data active means inhibition above about 41%;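 further: 0% = neutral control wells and 100% = reference inhibitor control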
# SRC1 inh: SRC1 coactivator transcriptional activity inhibitors, primary screen, cell-based, luminescence; HEK293 GAL4-SRC1 luciferase reporter; Nuclear receptor coactivator 1 (Homo sapiens), Q15788; 360,000 tested, 0.12% active; inhibition, % at 3.6 µM; AID 588354, 2011;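 active means inhibition above the campaign mean plus 3 SD, with each screening campaign given its own cutoff, cut at about 60% in these data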;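 further: 0% = DMSO treated cells and 100% = gossypol at 36 µM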
# Target sequence (Q15788 whole entry, looked up, the tested form may be a part): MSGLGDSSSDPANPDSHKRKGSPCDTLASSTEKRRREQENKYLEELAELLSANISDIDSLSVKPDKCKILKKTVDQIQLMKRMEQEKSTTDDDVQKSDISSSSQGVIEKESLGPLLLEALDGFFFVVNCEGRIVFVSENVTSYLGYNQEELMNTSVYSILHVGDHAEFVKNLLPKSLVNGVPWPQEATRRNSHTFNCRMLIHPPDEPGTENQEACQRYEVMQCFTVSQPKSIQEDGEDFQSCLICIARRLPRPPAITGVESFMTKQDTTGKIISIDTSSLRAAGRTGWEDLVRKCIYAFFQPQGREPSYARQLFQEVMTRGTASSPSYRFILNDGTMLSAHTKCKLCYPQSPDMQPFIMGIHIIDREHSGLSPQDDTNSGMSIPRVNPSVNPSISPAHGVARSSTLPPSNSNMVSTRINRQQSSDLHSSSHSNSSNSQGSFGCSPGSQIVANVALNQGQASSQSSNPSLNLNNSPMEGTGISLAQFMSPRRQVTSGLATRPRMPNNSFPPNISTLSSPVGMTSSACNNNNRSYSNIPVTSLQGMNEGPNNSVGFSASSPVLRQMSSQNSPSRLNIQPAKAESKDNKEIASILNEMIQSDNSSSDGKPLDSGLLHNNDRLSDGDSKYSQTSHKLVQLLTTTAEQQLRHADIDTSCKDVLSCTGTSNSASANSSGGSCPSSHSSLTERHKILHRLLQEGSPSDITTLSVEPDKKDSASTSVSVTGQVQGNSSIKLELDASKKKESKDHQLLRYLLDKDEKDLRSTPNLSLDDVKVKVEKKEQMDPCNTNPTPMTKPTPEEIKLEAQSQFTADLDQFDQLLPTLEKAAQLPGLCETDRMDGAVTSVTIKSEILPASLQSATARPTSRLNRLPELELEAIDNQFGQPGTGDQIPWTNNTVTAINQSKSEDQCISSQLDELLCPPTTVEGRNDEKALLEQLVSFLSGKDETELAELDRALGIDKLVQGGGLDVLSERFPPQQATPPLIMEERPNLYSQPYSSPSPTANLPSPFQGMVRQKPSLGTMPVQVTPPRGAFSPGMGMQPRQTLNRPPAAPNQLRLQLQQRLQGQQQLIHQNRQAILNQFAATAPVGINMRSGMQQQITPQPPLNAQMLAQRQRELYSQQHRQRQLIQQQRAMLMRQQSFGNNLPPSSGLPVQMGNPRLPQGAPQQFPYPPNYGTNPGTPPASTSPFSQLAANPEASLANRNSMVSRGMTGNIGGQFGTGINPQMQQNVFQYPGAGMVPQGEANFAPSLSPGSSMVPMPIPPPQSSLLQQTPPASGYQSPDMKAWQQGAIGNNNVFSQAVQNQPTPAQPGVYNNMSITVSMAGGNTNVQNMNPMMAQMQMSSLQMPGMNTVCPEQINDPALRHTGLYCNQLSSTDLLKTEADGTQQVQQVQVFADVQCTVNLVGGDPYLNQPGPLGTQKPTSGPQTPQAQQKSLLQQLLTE
# LRH-1 inv ag: LRH-1 (NR5A2) inverse agonists, primary screen, cell-based, luminescence, HEK293T, StAR-luciferase reporter; AID 602396, 2012; LRH-1 transfected, 24 h; inhibition, % at 3.6 µM; 360,000 tested, 0.13% active;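 active means inhibition above the mean inhibition of all tested compounds plus 3 SD, cut at about 73% in these data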;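 further: 0% = DMSO wells and 100% = reporter-only cells lacking LRH-1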
# NCOA3 inh: SRC3 coactivator transcriptional activity inhibitors, primary screen, cell-based, luminescence; Nuclear receptor coactivator 3 (Homo sapiens), Q9Y6Q9; HEK293 GAL4-SRC3 luciferase reporter; inhibition, % at 3.6 µM; 360,000 tested, 0.17% active; AID 588352, 2011;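 active means inhibition above a per-campaign cutoff, the mean of all compounds plus 3 SD, cut at about 60% in these data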;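 further: 0% = DMSO-treated cells and 100% = gossypol-treated cells at 36 µM; higher means less SRC3-driven luciferase light from the GAL4 reporter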
# C8 TRAIL sens: viability loss with TRAIL in NB7+C8 cells, primary screen, TRAIL sensitizer project, cell-based, ATPlite luminescence; inhibition (viability loss, TRAIL sensitization), % at 10 µM; AID 624354, 2012; 360,000 tested, 1% active;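 active means compounds causing at least 50% loss of cell viability in the single-dose screen, relative to plate controls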
# CF NFkB inh: inhibitors of PAF-induced NF-kB signaling, primary screen, cell-based, GFP fluorescence, uHTS | 360,000 tested, 0.86% active | inhibition, % at 5 µM | KKLEB NF-kB-GFP reporter, GFP fluorescence overnight;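 active means at least 50% inhibition at 5 µM, scaled per plate between neutral and stimulator controls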;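 further: PAF is a Pseudomonas aeruginosa culture filtrate used as stimulus; plate controls were PAF-stimulated DMSO wells for no effect and unstimulated DMSO wells for full effect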
# Active calls of the source: *; . = not tested or not shown. Only part of the results is shown; rates above refer to the full screens.
No.	Compound	TWEAK-Fn14 inh	NR2F2 inh	TROY NFkB inh	Shn3 3UTR inh	KKLEB tox	EBV LMP1 NFkB	SRC1 inh	LRH-1 inv ag	NCOA3 inh	C8 TRAIL sens	CF NFkB inh
1	O=C(c1ccc(S(=O)(=O)Cc2cc(F)ccc2F)c([N+](=O)[O-])c1)N1CCCCC1	62*	-36	12	-5	-24	-1	4	-5	35	12	47
2	COc1ccc(C(O)(CCN2CCOCC2)c2ccccc2)cc1 (stereo not drawn)	-8	4	-10	19	-9	-1	0	-22	13	-7	5
3	COc1cccc(OC)c1C(=O)N1CCN(Cc2ccccc2C)CC1	-26	12	9	-7	-2	5	6	2	14	-6	23
4	COc1ccc(S(=O)(=O)NC2CCCC2)c(OC)c1	4	-9	-7	-13	-13	-4	5	6	9	-17	0
5	COc1ccc(OC)c(-c2csc3nnc(SCC(=O)Nc4ccc(NC(C)=O)cc4)n23)c1	-12	5	13	-1	-2	11	-2	3	12	5	7
6	CCOC(=O)C1CCN(C(=O)Nc2ccc(NC(=O)C3CCN(C(=O)OCC)CC3)cc2)CC1	-16	-16	-11	12	-5	3	-76	-5	8	1	8
7	Cn1c(=O)c(Oc2cc(Cl)cc(Cl)c2)nc2ccccc21	-13	-16	-17	-2	-10	-8	5	20	3	4	10
8	COC(=O)c1ccc2c(=O)[nH]c(CSc3nc(C)cs3)nc2c1	-24	-51	-27	-21	5	-9	-10	-31	-5	-4	-18
9	COc1ccc(Cc2nc3ccc(C(=O)NCCn4cccn4)cc3o2)cc1	-37	-8	-2	-8	0	5	-1	-2	-7	5	7
10	Cc1cc(-c2nc(C)c(C(=O)NNS(=O)(=O)c3cccc(C(F)(F)F)c3)s2)no1	-9	-17	-29	9	-11	.	-3	-12	11	1	21
11	N#Cc1ccccc1OCC(=O)NNC(=O)CCNC(=O)c1ccccc1	1	-16	3	-9	12	-4	7	12	20	-15	-3
12	COc1ccccc1C(=O)Nc1nc(-c2cccs2)c(NC(C)=O)s1	-24	-44	-43	-19	-7	-8	-51	-65	-26	51*	1
13	O=C(NN1C(=O)C2C3C=CC(C4CC34)C2C1=O)c1ccccc1Cl (stereo not drawn)	-1	5	-3	8	-1	8	-7	-8	-1	1	14
14	COc1ccc(NC(=O)Nc2nnc(Cc3ccc(F)cc3)s2)cc1	-35	-4	8	11	7	-14	5	20	17	-19	-29
15	Cc1ccc(-c2cc(C(F)(F)F)c(C#N)c(=O)[nH]2)cc1	-1	6	21	28	-3	3	-3	8	-21	-2	12
16	COc1cc(C(=O)NCC(C)(C)CNC(=O)c2cc(OC)c(OC)c(OC)c2)cc(OC)c1OC	-24	-13	5	5	4	10	-10	-5	10	-9	7
17	COc1ccc(CC(=O)OCC(=O)c2ccc(F)cc2)cc1	-3	-5	-21	-15	8	-6	14	-15	6	-11	-7
18	c1ccc(-n2nnnc2Sc2n[nH]c(-c3ccncc3)n2)cc1	-1	-11	5	-10	-2	2	-27	4	-14	-8	-10
19	CC(=O)Nc1ccc(S(=O)(=O)NCc2nc(-c3ccccc3C)no2)cc1	12	6	7	4	-10	-3	.	.	.	-6	0
20	Cc1ccccc1NC(=S)N(CCN(C)C)C(C)c1ccccn1 (stereo not drawn)	18	11	-9	8	-5	2	-12	-12	19	-13	10
21	CSCC[C@H](N)C(=O)N1CCC(C(=O)N[C@H](C)C(=O)NC(C)c2ccccc2)CC1 (stereo partly drawn)	-25	19	-12	-18	11	-2	-12	-12	18	0	0
22	O=C(O)/C=C/C(=O)NNc1ccc([N+](=O)[O-])cc1	-28	7	-3	6	-6	-13	17	3	-30	-1	7
23	COc1ccc(CC(=O)Nc2nc(-c3ccc(F)c(F)c3)cs2)cc1	47	14	55*	-3	9	0	12	-19	6	-5	-26
24	COc1nc2c(c(-c3cc(Br)cs3)c1C#N)Cc1ccccc1-2	-24	1	-8	7	-15	2	8	15	-10	4	-4
25	c1ccc(Sc2ccncc2)cc1	-6	-1	4	-18	4	-3	2	22	-25	5	-19
26	COCCCNC(=O)c1cc(Sc2nnc(C)s2)nc2ccccc12	9	-7	3	5	-4	2	-85	9	7	-25	-23
27	Cc1cccc(NC(=O)CSCC(=O)NCc2ccco2)c1	-12	-8	-2	-7	8	1	-32	5	-1	-6	-12
28	Cc1nn(-c2ccccc2)c(C)c1N	-8	13	-11	-3	-8	-1	-4	0	-23	-2	18
29	CCN1CCN(C(=O)/C(C#N)=C/c2ccc(OC(F)F)cc2)CC1	20	-4	6	10	7	2	6	1	12	-3	15
30	COc1ccc(CNC(=S)Nc2ccc(-c3ccccc3)cc2)cc1	7	10	15	-11	-2	-5	-17	-6	-15	10	-7
31	Cc1ccc(CNc2ccccc2C(=O)O)s1	3	-25	-28	-11	1	-10	-8	-13	-8	14	-11
32	Cc1ccc(NC(=O)Cn2ncc3c([nH]c4ccccc43)c2=O)cc1Cl	-8	11	-14	10	1	0	-2	9	3	-1	-1
33	CC(=O)Cc1nsc(NC(=O)c2ccc(-c3ccc(Cl)cc3Cl)o2)n1	0	7	22	-10	0	3	-13	-1	9	14	2
34	Cc1cc(NC(=O)c2ccc(C)c([N+](=O)[O-])c2)no1	-22	-12	-6	-25	-1	-1	-22	-25	-20	5	-1
35	CC(=O)C(C)Oc1ncn(-c2ccccc2)n1 (stereo not drawn)	10	-2	.	-34	6	-1	-6	-16	-9	4	-4
36	CCC(=O)Nc1nnc(S(=O)(=O)N(CC)c2ccc(OC)cc2)s1	6	-15	13	-2	-3	-5	18	2	-10	-4	4
37	COC(=O)c1cccc(NC(=O)NC(=O)c2ccc(Cl)cc2)c1	-12	-8	-31	-20	-12	25	-17	-37	-11	35	15
38	CC(Sc1ncc(C(F)(F)F)cc1Cl)C(=O)NC(N)=O (stereo not drawn)	15	-12	-6	35	-3	-2	5	-8	-1	6	-22
39	Cc1ccccc1-c1nc2sc(-c3ccccc3)cc2c(=O)o1	-3	19	-29	-6	5	-2	7	3	19	5	9
40	CC(C)C(=O)Nc1cccc(COc2ccc(CN(Cc3ccccc3)C(=O)OC(C)(C)C)cc2)c1	70*	24	22	47	-12	-6	8	13	11	22	21
41	CCCC(CCC)=NNC(=O)CN(Cc1ccccc1)S(=O)(=O)c1ccccc1	-6	27	5	13	1	0	-4	-1	13	-1	3
42	Nc1cccc(-c2nc3ccccc3[nH]2)c1	2	-38	-36	-31	-20	-10	-88	-96	-57	18	-8
43	CCC(=O)N=c1n(C)c2ccccc2n1CCOc1ccccc1	-16	4	-26	-16	12	6	-42	-6	18	8	-1
44	O=C(C1CC=CCC1)N1CCN(S(=O)(=O)c2ccc(F)cc2)CC1 (stereo not drawn)	1	-8	-10	9	8	-8	4	9	-1	4	3
45	CC(NC(=O)C(C)N1C(=O)c2cccc([N+](=O)[O-])c2C1=O)c1ccccc1 (stereo not drawn)	1	-11	3	-3	6	-109	2	-7	9	-9	-18
46	Cc1ccc(C)c(NC(=O)COC(=O)c2ccc[n+]([O-])c2)c1	5	14	9	-10	-3	-8	14	-2	-3	-3	-24
47	CSc1cccc(NC(=S)N2CCCN(Cc3ccccc3F)C2)c1	-14	19	6	19	-8	4	4	7	10	-16	-10
48	CCc1cccc(CC)c1NC(=O)COC(=O)c1ccccc1-c1nc2ccccc2s1	-2	-4	29	26	-5	3	12	6	22	19	13
49	CC1SC(C)C(=O)N(CC(=O)Nc2ccc3c(c2)OCO3)C1=O (stereo not drawn)	-20	-4	-6	4	-20	-1	9	47	11	-3	-4
50	COC(=O)c1ccc(NC(=O)c2ccccc2)o1	-2	0	-46	-29	8	1	-20	2	0	-3	-7
51	COCCCNC(=S)NC1CC2CCC(C1)N2Cc1ccccc1 (stereo not drawn)	1	-16	-8	-11	0	7	-4	-16	2	-5	8
52	COc1ccc([N+](=O)[O-])cc1NC(=O)C(C)OC(=O)Cn1[nH]c(=O)c2ccccc2c1=O (stereo not drawn)	-39	-33	25	-5	9	2	-20	6	-16	-4	6
53	CC1(C)CCCC2=C1CC1C(=O)N(Cc3cccnc3)C(=O)C1C2 (stereo not drawn)	6	-5	17	11	-8	6	-3	4	0	13	0
54	CCC1=C(c2ccc(C)cc2)S(=O)(=O)N=C1N1CCC(C(=O)NCCCN2CCCCC2C)CC1 (stereo not drawn)	0	-11	-13	9	-6	2	-12	3	3	10	-2
55	CCOc1ccc(C(=O)NC(=S)NCc2cccnc2)cc1[N+](=O)[O-]	6	13	-5	21	-7	2	-9	16	13	8	-15
56	CCN(CC)c1ccc(C=NN2CCCCCC2)cc1	2	18	15	22	19	-18	-16	14	-28	2	-19
57	CS(=O)(=O)Nc1ccccc1C(=O)NCCSCc1ccccc1	-12	-32	1	-4	-19	2	-11	-7	-22	2	19
58	COc1ccc(C(=O)NCCc2nnc3ccc(SCC(=O)NCCc4ccc(OC)c(OC)c4)nn23)cc1	-5	-3	4	0	3	3	5	16	13	-3	18
59	Cc1cc(C)n2nc(SCCOc3ccccc3)nc2n1	-9	-32	-16	-9	1	4	-11	-11	-21	-2	-21
60	CNc1oc(-c2ccccc2)nc1S(=O)(=O)c1ccc(C)cc1	-3	-14	-27	7	2	2	-2	4	13	-8	2

# Further structures follow.
No.	Compound	TWEAK-Fn14 inh	NR2F2 inh	TROY NFkB inh	Shn3 3UTR inh	KKLEB tox	EBV LMP1 NFkB	SRC1 inh	LRH-1 inv ag	NCOA3 inh	C8 TRAIL sens	CF NFkB inh
61	Cn1cc(/C=N\O)nc2c(=O)n(-c3ccccc3)c(=O)nc1-2	5	-8	12	-26	-4	1	-9	8	18	-5	11
62	Clc1ccc(Cl)c(-c2ccc(/C=N/c3ncn[nH]3)o2)c1	-25	2	12	-10	-2	1	22	19	-9	2	2
63	CC(Oc1ccccc1)C(=O)N=C1SC2CS(=O)(=O)CC2N1c1ccc(F)cc1 (stereo not drawn)	1	-5	-23	1	-1	-9	5	14	14	5	-1
64	O=C(NC1CCCCC1)N1CCNCC1	0	-1	-1	7	-2	11	-9	-3	-11	-1	7
65	O=C(Nc1ccc2ccccc2c1)N1CCN(c2ncccc2C(F)(F)F)CC1	24	1	28	6	4	8	5	26	5	-16	-14
66	O=Cc1sc(Nc2ccccc2)nc1Cl	22	1	16	-8	14	-3	3	34	3	-3	-17

# Screening results from PubChem.
